sEH activator: activators of human soluble epoxide hydrolase; purified human sEH enzymatic activity, activator screen; activation, % at 2 µM; 91,000 compounds, 0.04% hits; in the data active means activation above about 37%; further: values of inactives mirror those of a sister screen read the other way
sEH inh: blocks human soluble epoxide hydrolase activity; AID 707; P34913; recombinant human sEH enzymatic activity assay; 91,000 compounds, 0.34% hits; inhibition, % at 2 µM; in the data active means inhibition above about 80%; further: values of inactives mirror those of a sister screen read the other way; many of its hits are not listed in these tables
PostGolgi ctrl: growth of the yeast control strain, post-Golgi counter-screen | efflux-deficient yeast background strain, growth absorbance A615, 16 h | inhibition, % at 10 µM | 98,000 compounds, 5% hits | AID 738; in the data active means inhibition above about 30%
HUVEC prolif 384: human endothelial cell proliferation inhibition; HUVEC proliferation, CellTiter-Glo luminescence, 72 h; stronger effect = lower value; viability, % at 10 µM (by protocol); 86,000 compounds, 1.1% hits; AID 648;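 active means viability at or below 30%; inactive means viability above 30%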;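 further: 100% = median luminescence of DMSO-only cell control wells on each plate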
Fibroblast inh: blocks proliferation of human lung fibroblasts; LL 47 human lung fibroblast viability, ATP luminescence; stronger effect = lower value; viability, % at 10 µM; 85,000 compounds, 1.1% hits; AID 719;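 active means viability at or below 50% in the single dose screen; inactive means viability above 50%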;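 further: compound exposure lasted 72 h before the ATP readout; 100% = median luminescence of untreated cell-only wells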
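material = human LL 47 lung fibroblast cells | dosing = compounds added from tenfold dosing solution, 0.1% DMSO final | timing = overnight cell rest, 72 h compound treatment at 37 °C | measured by = CellTiter-Glo luminescence measuring cellular ATP | evaluation = % viability versus median cells-only luminescence | control set = cell-only wells, no compound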
LYP act: LYP (human) phosphatase activation; 96,000 compounds, 0.11% hits; recombinant LYP, DiFMUP fluorescence; 0 = plate median, 100 = signal doubled; AID 697; activation, % at 2 µM;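 active means activation at 2 µM above a set limit, the mean plus 5 SD, cut at about 37% in these data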
Target sequence (Q9Y2R2 whole entry, looked up): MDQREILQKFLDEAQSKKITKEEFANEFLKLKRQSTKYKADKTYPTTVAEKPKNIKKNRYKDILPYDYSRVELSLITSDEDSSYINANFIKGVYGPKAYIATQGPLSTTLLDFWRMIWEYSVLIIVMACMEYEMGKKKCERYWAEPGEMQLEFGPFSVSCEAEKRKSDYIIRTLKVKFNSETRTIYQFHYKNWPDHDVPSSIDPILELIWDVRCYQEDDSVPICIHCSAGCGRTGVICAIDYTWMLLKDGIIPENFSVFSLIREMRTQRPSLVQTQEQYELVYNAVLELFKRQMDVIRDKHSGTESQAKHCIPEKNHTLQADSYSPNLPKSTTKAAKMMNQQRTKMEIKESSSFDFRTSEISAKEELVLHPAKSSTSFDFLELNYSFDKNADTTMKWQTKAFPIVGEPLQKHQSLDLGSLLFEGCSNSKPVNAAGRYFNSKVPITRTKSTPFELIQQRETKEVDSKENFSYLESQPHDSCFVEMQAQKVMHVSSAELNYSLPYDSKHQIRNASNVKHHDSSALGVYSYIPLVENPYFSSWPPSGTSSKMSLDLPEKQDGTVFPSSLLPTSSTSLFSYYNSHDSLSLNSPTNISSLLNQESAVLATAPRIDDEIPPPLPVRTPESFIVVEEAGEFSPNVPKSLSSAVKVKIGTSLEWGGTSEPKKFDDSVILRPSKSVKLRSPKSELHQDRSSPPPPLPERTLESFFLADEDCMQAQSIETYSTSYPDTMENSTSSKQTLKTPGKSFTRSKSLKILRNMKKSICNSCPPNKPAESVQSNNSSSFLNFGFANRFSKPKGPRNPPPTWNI
H69AR inhibit: growth inhibitors of human H69AR lung tumor cells; viability, % at 10 µM; H69AR lung tumor viability, ATP luminescence, 72 h; stronger effect = lower value; AID 598; 85,000 compounds, 6% hits;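 active means viability at or below 40%; inactive means viability above 40%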;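 further: multidrug resistant small cell line overexpressing MRP-1 efflux transporter; 100% = mean luminescence of untreated control wells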
S1P2 antag: antagonists of human S1P2 receptor; inhibition, % at 5 µM; 97,000 compounds, 0.21% hits; cell-based S1P2 antagonist assay, inhibition at 5 uM; O95136; in the data active means inhibition above about 45%;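 further: CRE beta-lactamase reporter cells expressing human S1P2 stimulated with S1P; 0% = agonist at EC80 alone and 100% = agonist plus reference antagonist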
S1P2 agonist: S1P2 (human) receptor agonism. S1P2-expressing cell line, agonist reporter read-out. activation, % at 4.5 µM. 97,000 compounds, 0.46% hits. AID 729. O95136; in the data active means activation above about 16%;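 further: 0% = vehicle low control and 100% = maximal reference agonist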
* marks the source's active call; other numbers are inactive results; / = no result given. Only part of the results is shown; rates above refer to the full screens.

SMILES	sEH activator	sEH inh	PostGolgi ctrl	HUVEC prolif 384	Fibroblast inh	LYP act	H69AR inhibit	S1P2 antag	S1P2 agonist
CC(=O)N1c2c(ccc3ccccc23)C(C)CC12CCCCC2 (configuration not stated)	2	-4	38*	94	98	-3	75	-3	-6
Cc1sc(NC(=O)c2ccccc2)c(C(=O)N2CCN(C)CC2)c1C	9	-9	4	95	93	-7	90	-10	-1
CCOC(=O)CC1C(=O)NCCN1S(=O)(=O)c1ccc(Cl)cc1 (configuration not stated)	8	-5	-4	/	/	-10	/	7	-4
COc1cccc(OC)c1C(=O)N1CCN(Cc2ccc3c(c2)OCO3)CC1	-6	5	-2	100	94	6	100	17	-5
CCOC(=O)Cn1c(C)nc2c(C(=O)OCC)sc(C)c2c1=O	3	-5	-2	/	/	9	/	0	1
CN1C(=S)SC(/[N+]([O-])=C\c2ccc(Cl)cc2)C1(C)C (configuration not stated)	14	-10	-4	96	98	-1	87	-3	-4
CCOc1ccc(S(=O)(=O)Nc2cccnc2)cc1	/	/	-3	105	99	/	90	/	/
O=CNc1ccc(S(=O)(=O)NCc2ccccc2)cc1	39*	-43	4	100	98	0	94	-21	-9
COc1ccc2nc(SCC(=O)Nc3c(C)cc(C)cc3C)[nH]c2c1	14	-10	5	96	100	7	72	-1	-3
Cc1cccc(NC(=O)CSc2nc3ccccc3c3nc(CCc4c(C)n[nH]c4C)nn23)c1	-4	7	17	2.0*	26*	-1	1.1*	15	-13
CCCCNC(=S)NNC(=O)c1csc(C(C)C)c1	-10	6	/	119	90	-2	90	2	-2
c1ccc2c(c1)CCN(c1nc3ccccc3n3cnnc13)C2	-9	12	43*	73	96	-3	49	-38	11
CSC(=O)NC12CC3CC(CC(C)(C3)C1)C2	10	-9	6	90	102	2	102	-17	-7
CCOC(=O)c1[nH]c(C)c(C(=O)OCC(=O)N2CCc3ccccc32)c1C	-3	6	10	92	109	5	54	-18	-2
O=C(Nc1ccccc1N1CCCC1)c1cccnc1	2	-4	/	93	99	-12	102	-10	-2
O=C(c1cnc2sccn2c1=O)N1CCc2ccccc2C1	6	-8	/	104	103	-9	91	9	-2
Cc1c(C(=O)O)oc2ccc(S(=O)(=O)N3CCCCC3C(=O)O)cc12 (configuration not stated)	-17	18	-4	91	95	3	89	9	-3
Cn1nc(C(C)(C)C)cc1C(=O)Nc1nc2c(s1)C(=O)CC(C)(C)C2	-4	1	5	106	108	-9	83	-2	-3
CCOc1ccccc1C(=O)N1CCC(C(=O)c2ccc(F)cc2)CC1	2	0	/	97	97	-2	103	14	-4
O=C(CCCOc1ccccc1)N1CCN(c2ccc(F)cc2)CC1	16	-17	5	96	95	2	91	-8	-2
Cc1ccc(N(C(=O)C2CCC(=O)N2)C2(C(=O)NC3CCCCC3)CCCCC2)cc1 (configuration not stated)	1	0	6	115	92	-12	81	-19	-6
C/C(=N\NC(=O)c1c(Cl)c(C)nn1C)c1ccc(NC(=O)COc2ccc(Cl)cc2C)cc1	-21	21	-12	/	/	-2	/	-30	-13
Clc1ccc(Cn2nnc(-c3ccc(N4CCOCC4)cc3)n2)cc1	/	/	3	99	105	/	89	/	/
CCOc1nc(NC2CCCCC2)nc(NC(C)(C)C)n1	5	-2	/	87	91	-8	78	-21	2
CCOCc1nnc(NS(C)(=O)=O)s1	-6	3	-2	94	91	10	87	18	-3
CCSC(C)CC1CC(=O)CC(=O)C1 (configuration not stated)	/	/	13	96	99	/	106	/	/
Cc1onc(-c2ccccc2Cl)c1-c1nc(-c2ccncc2)no1	-7	10	25	104	87	1	105	2	-7
COC(=O)C(C)Sc1nc(-c2ccc(OC)cc2)nc2c1c(=O)n(C)c(=O)n2C (configuration not stated)	-6	7	/	102	102	-4	71	11	-6
COc1ccc(N2CCN(C(=O)CSc3nnc(Cn4nnc5ccccc54)n3C)CC2)cc1	-16	15	28	103	102	5	87	7	-10
Cn1nnnc1SCc1cccc(CSc2nnnn2C)n1	5	-5	6	89	95	0	92	9	-1
Nc1ccc(Cl)cc1/C(=N/O)c1ccccc1	/	/	8	96	97	/	99	/	/
O=C(Nc1cccc(Cl)c1)N1CCSc2cc(Cl)ccc21	-13	15	11	/	/	-2	/	2	-7
C=CCNC(=S)Nc1ccc2nc(C)c(C)nc2c1	15	-12	-3	/	/	0	/	2	-4
O=C(Nc1ccc(Cc2ccncc2)cc1)c1ccc(S(=O)(=O)N2CCOCC2)cc1	-68	68	6	75	93	-18	66	31	-4
Cc1ccc(S(=O)(=O)N2c3ccccc3NC(=O)C2CC(=O)Nc2ccccc2)cc1 (configuration not stated)	12	-12	4	100	97	11	92	-6	-8
O=C(CSc1nnc(-c2ccc(Cl)cc2Cl)n1C1CCCCC1)N1CCCC1	12	-12	22	104	94	2	83	1	-7
Cc1ccc(C(=O)Nc2cc3c(oc2=O)CCCC3=O)cc1	13	-10	11	/	/	5	/	-5	0
CCOC(=O)Cc1csc(NC(=O)CSc2nnnn2-c2ccc(C)cc2C)n1	0	5	/	94	105	-9	96	-15	-9
CCn1c(C)nc2cc(-c3nnc(-c4c(-c5ccccc5)noc4C)o3)ccc21	13	-12	12	66	100	3	93	-13	2
O=C(O/N=C/c1cccc([N+](=O)[O-])c1)C1CC1	-1	2	9	/	/	0	/	8	-7

In a second layout: results already given
| SMILES | sEH activator | sEH inh | PostGolgi ctrl | HUVEC prolif 384 | Fibroblast inh | LYP act | H69AR inhibit | S1P2 antag | S1P2 agonist |
| --- | --- | --- | --- | --- | --- | --- | --- | --- | --- |
| CCOc1ccccc1C(=O)N1CCC(C(=O)c2ccc(F)cc2)CC1 | 2 | 0 | / | 97 | 97 | -2 | 103 | 14 | -4 |
| O=C(CCCOc1ccccc1)N1CCN(c2ccc(F)cc2)CC1 | 16 | -17 | 5 | 96 | 95 | 2 | 91 | -8 | -2 |
| Cc1ccc(N(C(=O)C2CCC(=O)N2)C2(C(=O)NC3CCCCC3)CCCCC2)cc1 (configuration not stated) | 1 | 0 | 6 | 115 | 92 | -12 | 81 | -19 | -6 |
| C/C(=N\NC(=O)c1c(Cl)c(C)nn1C)c1ccc(NC(=O)COc2ccc(Cl)cc2C)cc1 | -21 | 21 | -12 | / | / | -2 | / | -30 | -13 |
| Clc1ccc(Cn2nnc(-c3ccc(N4CCOCC4)cc3)n2)cc1 | / | / | 3 | 99 | 105 | / | 89 | / | / |
| CCOc1nc(NC2CCCCC2)nc(NC(C)(C)C)n1 | 5 | -2 | / | 87 | 91 | -8 | 78 | -21 | 2 |
| CCOCc1nnc(NS(C)(=O)=O)s1 | -6 | 3 | -2 | 94 | 91 | 10 | 87 | 18 | -3 |
| CCSC(C)CC1CC(=O)CC(=O)C1 (configuration not stated) | / | / | 13 | 96 | 99 | / | 106 | / | / |
| Cc1onc(-c2ccccc2Cl)c1-c1nc(-c2ccncc2)no1 | -7 | 10 | 25 | 104 | 87 | 1 | 105 | 2 | -7 |
| COC(=O)C(C)Sc1nc(-c2ccc(OC)cc2)nc2c1c(=O)n(C)c(=O)n2C (configuration not stated) | -6 | 7 | / | 102 | 102 | -4 | 71 | 11 | -6 |
| COc1ccc(N2CCN(C(=O)CSc3nnc(Cn4nnc5ccccc54)n3C)CC2)cc1 | -16 | 15 | 28 | 103 | 102 | 5 | 87 | 7 | -10 |
| Cn1nnnc1SCc1cccc(CSc2nnnn2C)n1 | 5 | -5 | 6 | 89 | 95 | 0 | 92 | 9 | -1 |
| Nc1ccc(Cl)cc1/C(=N/O)c1ccccc1 | / | / | 8 | 96 | 97 | / | 99 | / | / |
| O=C(Nc1cccc(Cl)c1)N1CCSc2cc(Cl)ccc21 | -13 | 15 | 11 | / | / | -2 | / | 2 | -7 |
| C=CCNC(=S)Nc1ccc2nc(C)c(C)nc2c1 | 15 | -12 | -3 | / | / | 0 | / | 2 | -4 |
| O=C(Nc1ccc(Cc2ccncc2)cc1)c1ccc(S(=O)(=O)N2CCOCC2)cc1 | -68 | 68 | 6 | 75 | 93 | -18 | 66 | 31 | -4 |
| Cc1ccc(S(=O)(=O)N2c3ccccc3NC(=O)C2CC(=O)Nc2ccccc2)cc1 (configuration not stated) | 12 | -12 | 4 | 100 | 97 | 11 | 92 | -6 | -8 |
| O=C(CSc1nnc(-c2ccc(Cl)cc2Cl)n1C1CCCCC1)N1CCCC1 | 12 | -12 | 22 | 104 | 94 | 2 | 83 | 1 | -7 |
| Cc1ccc(C(=O)Nc2cc3c(oc2=O)CCCC3=O)cc1 | 13 | -10 | 11 | / | / | 5 | / | -5 | 0 |
| CCOC(=O)Cc1csc(NC(=O)CSc2nnnn2-c2ccc(C)cc2C)n1 | 0 | 5 | / | 94 | 105 | -9 | 96 | -15 | -9 |

Remaining list, next part:
SMILES	sEH activator	sEH inh	PostGolgi ctrl	HUVEC prolif 384	Fibroblast inh	LYP act	H69AR inhibit	S1P2 antag	S1P2 agonist
Cc1ccc(CNC(=O)CCNS(=O)(=O)c2ccc3c(c2)c(=O)n(C)c(=O)n3C)cc1	-6	6	-5	/	/	7	/	14	-1
O=C(CSc1ncnc2nc[nH]c12)NCCc1ccccc1	-1	1	-1	102	98	3	90	17	-6
Cc1ccsc1/C=N/N1CCN(c2ccccc2)CC1	2	-3	-9	/	/	0	/	20	-4
Cc1cc(C(=O)NC(C)c2ccncc2)no1 (configuration not stated)	/	/	11	96	98	/	88	/	/
COC(=O)c1cc(OC)c(OC)cc1NC(=O)CCC1CCCC1	-10	11	27	103	93	4	80	-16	-3
COc1ccc(N(CC(=O)NC2CCCC2)C(=O)CCC(=O)Nc2cc(C)on2)c(OC)c1	8	-7	-4	105	101	-2	91	4	-3
CCn1c(=O)[nH]c2ccccc2c1=O	6	-6	-2	93	95	-9	83	-9	-10
O=c1[nH]c(=O)n(Cc2ccco2)c2c1C(C(F)(F)F)(C(F)(F)F)N=C(c1ccc(F)cc1)N2	13	-11	3	75	79	11	72	6	-4
CCOC(=O)c1[nH]c2ccccc2c1N=C(C)N(CC)CC	/	/	-8	105	104	-8	80	-3	-5
CCc1ccc2c(COn3nnc4ccc(S(=O)(=O)N(C)C)cc43)cc(=O)oc2c1	-4	8	26	73	95	-2	42	9	-3
CCCCCn1c(CN(C)Cc2ccccc2)nc2c1c(=O)n(C)c(=O)n2C	3	-4	17	86	98	15	73	13	-4
CCN(CC)c1ccc(C(NC(C)=O)NC(C)=O)cc1	11	-12	-3	92	96	-5	106	13	-6
CC(C)Cn1c(SCC(=O)NCc2ccc(Cl)cc2)nnc1-c1cccc(S(=O)(=O)N2CCOCC2)c1	-23	25	4	99	96	-9	95	8	-7
O=C1C(C=NC2CC2)=C(O)c2ccccc21	16	-23	-6	84	101	-9	84	-6	-4
CCOC(=O)N1CCC(NC2CCCCCCC2)CC1	-4	6	-1	98	104	-12	96	14	-5
CCOC(=O)C1=C(C)Nc2ncnn2C1c1c[nH]c2ccccc12 (configuration not stated)	0	1	2	123	100	-8	102	-10	-5
CCOC(=O)c1[nH]c2ccc(OC)cc2c1NC(=O)CCN1CCc2ccccc2C1	/	/	32*	80	99	-11	71	4	-7
Cc1ccc(NC(=O)CC2SCCNC2=O)cc1Cl (configuration not stated)	/	/	6	93	101	/	91	/	/
O=C(Nc1ccccc1)Nc1ccccc1C(=O)NCc1ccccc1	5	-7	14	83	98	7	85	31	-2
Cn1c(SCC(=O)NCc2cccs2)nnc1-c1cccs1	9	-8	-10	93	98	6	90	-20	-6
COc1ccc(OC)c(-c2csc(N(Cc3ccco3)C(=O)c3cccs3)n2)c1	2	-3	3	92	98	0	8.8*	-24	-7
CC(C)CNC(=O)CSc1nnc(CN2CCCCCC2=O)n1-c1ccccn1	17	-14	2	100	96	-1	96	14	-7
CCCN1Cc2cccc(C(=O)NCc3ccccc3OC)c2C1=O	-2	-1	7	95	91	-7	89	-13	-5
Nc1nc(-c2cccc(Br)c2)cs1	6	-5	14	89	106	9	97	1	-1
c1cnc2ccc(C(c3nnnn3C3CCCCC3)N3CCN4CCCC4C3)cc2c1 (configuration not stated)	8	-6	-6	105	99	-6	84	-12	0
O=C(/C=C/c1ccco1)NCC1CCCO1 (configuration not stated)	-3	5	6	/	/	7	/	-10	0
O=c1[nH]c2cc3c(cc2cc1C(c1nnnn1Cc1ccccc1)N1CCN2CCCC2C1)OCCO3 (configuration not stated)	-6	4	6	95	97	-1	88	-7	-6

Bioassay records as filed in PubChem BioAssay.
